Source: PubChem
influenza NS1A: NS1A inhibition, H1N1 influenza, cell based functional assay (AID 504329); NS1A functional cell-based assay, percent inhibition; higher % means a stronger effect; inhibition, % at 12.5 µM, or IC50 in µM where a hit was titrated; hit rate 0.3% among 340,000; in the data active means a potency from the dose series; inconclusive means inhibition above about 27% without an active follow-up result; further: strong numbers were not always called active
tuberculosis growth: growth inhibition of non-replicating M. tuberculosis (AID 488890); hit rate 0.39% among 320,000; Mycobacterium tuberculosis non-replicating, growth inhibition; higher % means a stronger effect; inhibition, % at 25 µM; hits with a dose series show IC50 in µM; in the data active means a potency from the dose series; inconclusive means inhibition mostly from about 82% at the one dose, without a potency; inactive means the rest, 99 in 100 with inhibition below about 76%;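 further: plate controls were DMSO cells for no effect and high antibiotic wells for full effect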
M. tuberculosis HTS: M. tuberculosis growth inhibition, HTS (AID 449762); hit rate 0.59% among 330,000; inhibition, % at 25 µM, or IC50 in µM where a hit was titrated; M. tuberculosis H37Rv growth inhibition, 7H9 media; higher % means a stronger effect; in the data active means a potency from the dose series; inconclusive means inhibition above about 70% without an active follow-up result;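 further: bacterial growth assessed after seven days of incubation; strong numbers were not always called active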
inhibitors of VEEV: inhibitors of VEEV TC-83 cytopathic effect, confirmation, Vero cells (AID 588727) | Vero cells, VEEV TC-83 cytopathic effect inhibition; higher % means a stronger effect | one-dose inhibition, % at 20 µM; IC50 in µM for titrated hits | hit rate 0.13% among 350,000; in the data active means a potency from the dose series; inconclusive means inhibition mostly from about 14% at the one dose, without a potency; inactive means the rest, 99 in 100 with inhibition below about 12%; further: strong numbers were not always called active
PhoP GFP inhibition: PhoP regulon inhibitors, Salmonella typhi PhoP promoter GFP reporter, confirmatory (AID 1850) | hit rate 0.33% among 310,000 | inhibition, % at 50 µM; hits with a dose series show IC50 in µM | Salmonella Typhi PhoP-promoter GFP reporter, fluorescence, 4 h; higher % means a stronger effect; in the data active means a potency from the dose series; inconclusive means inhibition mostly from about 25% at the one dose, without a potency; inactive means the rest, 99 in 100 with inhibition below about 19%;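 further: 0% = induced wells with vehicle and 100% = uninduced wells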
inhibitors of VEEV 10K pilot screen: recorded beside inhibitors of VEEV, whose call it bears; inhibition, %; measured here: 10K pilot screen inhibition
Numbers without * were called inactive; i = inactive; ? = inconclusive; · = no result given.

SMILES	influenza NS1A	tuberculosis growth	M. tuberculosis HTS	inhibitors of VEEV	PhoP GFP inhibition	others
CCCc1nc2ccc(NC(C)=O)cc2c(=O)n1Cc1cccc(Cl)c1	-4%	18%	3%	2.5%	-10%
Cc1ccccc1C(=O)N1CCC(C(=O)O)CC1	-6%	-13%	-2%	i	7%
COC(=O)C(C(=O)OC)c1ccc(-n2cccc2)cc1	0%	57%	3%	1.5%	-24%
CCCc1cc(C(=O)Nc2cc(C)nn2-c2ccccc2)no1	7%	54%	-1%	1.4%	-4%	inhibitors of VEEV 10K pilot screen=0.3
NS(=O)(=O)c1cccc(NC(=O)CSc2nc3ccc(Cl)cc3[nH]2)c1	0%	-1%	-5%	3.7%	-10%
COc1ccc(CCN=C(N)NS(=O)(=O)c2cccs2)cc1	-4%	-6%	2%	i	-15%
CC(C)CCNC(=O)C1CCCN1C(=O)NC1CCCCC1 (stereo not drawn)	-57%	5%	2%	0.4%	-4%	inhibitors of VEEV 10K pilot screen=0.4
O=C(Nc1nnc(COc2ccccc2)s1)c1ccco1	-15%	-16%	-5%	2.4%	1%
O=C(Nc1ccccc1C(=O)Nc1ccccn1)c1ccccc1F	-1%	57%	-4%	0.9%	-5%
Cc1cc(C)cc(NC(=O)C2CCN(C(=O)[C@@H]3Cc4ccccc4CN3)CC2)c1	-1%	25%	3%	i	4%

Already shown: two of the compounds above.
SMILES	influenza NS1A	tuberculosis growth	M. tuberculosis HTS	inhibitors of VEEV	PhoP GFP inhibition	others
O=C(Nc1ccccc1C(=O)Nc1ccccn1)c1ccccc1F	-1%	57%	-4%	0.9%	-5%
Cc1cc(C)cc(NC(=O)C2CCN(C(=O)[C@@H]3Cc4ccccc4CN3)CC2)c1	-1%	25%	3%	i	4%

Three entries picked at random from the list so far, as already listed:
SMILES	influenza NS1A	tuberculosis growth	M. tuberculosis HTS	inhibitors of VEEV	PhoP GFP inhibition	others
CCCc1nc2ccc(NC(C)=O)cc2c(=O)n1Cc1cccc(Cl)c1	-4%	18%	3%	2.5%	-10%
Cc1cc(C)cc(NC(=O)C2CCN(C(=O)[C@@H]3Cc4ccccc4CN3)CC2)c1	-1%	25%	3%	i	4%
O=C(Nc1ccccc1C(=O)Nc1ccccn1)c1ccccc1F	-1%	57%	-4%	0.9%	-5%

Additional structures:
SMILES	influenza NS1A	tuberculosis growth	M. tuberculosis HTS	inhibitors of VEEV	PhoP GFP inhibition	others
CC(NC(=O)C1CCN(S(=O)(=O)c2ccc(Br)s2)CC1)c1ccccc1 (stereo not drawn)	-9%	20%	-1%	3.9%	-6%
CCOc1cc(/C=N/NC(=O)c2cccnc2)ccc1O	11%	0%	-4%	i	11%
CCc1ccc(N2C(=O)NC(=O)/C(=C\c3cccn3CCOc3ccc(C(C)C)cc3)C2=O)cc1	-8%	13%	-7%	i	-13%
CN(CC(=O)Nc1ccc(Cl)cc1)CC(=O)Nc1cccc2ccccc12	4%	61%	62%	0.2%	·
CC(OC(=O)C1=COCCO1)C(=O)Nc1ccc(Oc2ccccc2)cc1 (stereo not drawn)	6%	23%	?	2.7%	-4%
CCOC(=O)c1[nH]c(C)c(C(=O)N(C)Cc2ccccc2)c1C	4%	-2%	-14%	0.9%	-7%
COc1ccc(N2CCN(C(=O)Cc3nn(C)c(=O)c4ccccc34)CC2)cc1	0%	14%	-3%	1.3%	-1%
Cc1cc(-c2ccc(N=Nc3c(S(=O)(=O)O)cc4cc(S(=O)(=O)O)cc(N)c4c3O)c(C)c2)ccc1N=Nc1c(S(=O)(=O)O)cc2cc(S(=O)(=O)O)cc(N)c2c1O	·	49%	54%	·	29%
CC(=O)C1=C(C)N2CCN=C2S1	-3%	-16%	-4%	i	4%
Cc1[nH]nc(SCC(=O)N2CCCCC2)c1[N+](=O)[O-]	1%	-3%	-4%	4.2%	0%
CCOc1ccccc1N(CC(=O)Nc1ccc(C)cc1)S(C)(=O)=O	-2%	3%	2%	7.1%	0%
COC(=O)[C@@]12CCCN1[C@H](c1ccc(-c3ccc(Cl)c(Cl)c3)cc1)[C@H]1C(=O)N(C)C(=O)[C@H]12	5%	-10%	13%	0.3%	-8%	inhibitors of VEEV 10K pilot screen=3.6
CCN(CC)CCNC(CC(=O)Nc1ccc(Cl)cc1Cl)C(=O)O (stereo not drawn)	-7%	6%	-4%	0.8%	0%
Cc1cccc(C(=O)N2CCCC(Nc3ccc(C)c(C)c3)C2)n1 (stereo not drawn)	-11%	-6%	-5%	1.9%	3%
CS(=O)(=O)c1ccc(C(=O)OCC(=O)c2ccc(Cl)s2)cc1	-2%	15%	3%	0.8%	10%
Cc1ccc(S(=O)(=O)N2CCCC2C(=O)NCc2ccccc2Cl)cc1 (stereo not drawn)	0%	31%	1%	0.9%	-7%
NC(=O)C[C@H]1NC(=O)[C@H](CCC(=O)O)NC(=O)c2cc([N+](=O)[O-])cc(I)c2NCCC[C@@H](C(N)=O)NC1=O	-1%	-28%	-1%	0.2%	-1%
CNC(=O)c1cc2cc(Br)ccc2s1	-1%	18%	-3%	0.7%	5%
COc1ccccc1N(C)S(=O)(=O)c1ccc(C(=O)NCc2ccccc2CN2CCCC2)cc1	-21%	·	·	i	·
CC/C(=N\NC(=O)CNC(=O)/C=C/c1ccc(OC)cc1)c1ccccc1	-7%	9%	-4%	2.0%	-7%
Cc1cc(Cl)cc(C)c1OCCn1ccnc1	-27%	14%	35%	?	-10%
O=C(CCn1cccc1)NCCc1ccc(Cl)cc1	-13%	6%	3%	2.9%	-8%
COc1ccc(NC(=O)Cc2ccc(C)c(C)c2)cc1S(=O)(=O)N1CCCCC1	-15%	30%	-3%	1.1%	·
CCOC(=O)/C=c1\s/c(=C\c2c(OC)ccc3ccccc23)c(=O)n1CC(=O)NCC1CCCO1 (stereo not drawn)	-16%	20%	17%	12%	-43%
O=C(O)c1ccc(N2CCCCC2)cc1O	-8%	43%	3%	0.5%	-1%
Cc1cc(-c2nnc(SCC(=O)c3ccc(F)cc3)o2)no1	-4%	77%	1%	0.4%	-3%
O=C(CSc1ncc(C(F)(F)F)cc1Cl)NCC1CCCO1 (stereo not drawn)	14%	1%	7%	6.4%	-1%
O=C(COC(=O)Cc1ccc(Cl)cc1)Nc1ccccc1F	-16%	?	?	2.8%	-1%
CCCCOC(=O)Nc1ccc(S(=O)(=O)Nc2nc(C)cc(C)n2)cc1	-1%	32%	1%	2.0%	4%
CC(=O)c1nn(-c2ccccc2)cc1C(=O)c1ccc(Br)cc1	0%	-4%	4%	0.4%	-4%
COc1ccc(S(=O)(=O)N2CCOC23CCN(C(=O)c2ccccc2Br)CC3)cc1	0%	8%	4%	5.4%	4%
CC1(C)CN(c2ccc(N3CC(C)(C)C3=O)cc2)C1=O	-2%	1%	13%	0.4%	11%
CC(=O)NC(C(=O)N1CCC(c2nc3ccccc3s2)CC1)C(C)C (stereo not drawn)	-9%	0%	-15%	1.9%	-5%
COCCCNC(=O)c1ccc(N(C)S(=O)(=O)c2ccc(OC)cc2)cc1	-6%	2%	-1%	0.5%	-16%
Nc1nc(SCC(=O)NCCc2ccccc2)[nH]c(=O)c1-c1ccccc1	·	4%	10%	·	-4%
Cc1ccc(Nc2nnc(SC3CCOC3=O)s2)c(C)c1 (stereo not drawn)	-8%	11%	6%	1.4%	16%	inhibitors of VEEV 10K pilot screen=1.2
CC(C)CCNc1cc(=O)n(C)c(=O)n1C	3%	8%	0%	0.2%	3%
NCC12CC3CC(C1)CC(c1ccc(Br)cc1)(C3)C2	-13%	?	69%	i	-3%
CCOc1cccc(N(C(=O)CCC(=O)Nc2cc(C)on2)C(C(=O)NC(C)(C)C)c2ccc(OC)cc2)c1 (stereo not drawn)	-5%	2%	1%	i	-4%
COC(=O)c1cc(C(=O)OC)cc(N2C(=O)CN=C2Nc2nc(C)cc(C)n2)c1	-2%	-3%	-7%	9.5%	12%

Overlap with the part before: 2 compounds, then new ones.
SMILES	influenza NS1A	tuberculosis growth	M. tuberculosis HTS	inhibitors of VEEV	PhoP GFP inhibition	others
CCOc1cccc(N(C(=O)CCC(=O)Nc2cc(C)on2)C(C(=O)NC(C)(C)C)c2ccc(OC)cc2)c1 (stereo not drawn)	-5%	2%	1%	i	-4%
COC(=O)c1cc(C(=O)OC)cc(N2C(=O)CN=C2Nc2nc(C)cc(C)n2)c1	-2%	-3%	-7%	9.5%	12%
COC(C[C@@H](O)C[C@H](O)[C@H](C)OCc1ccccc1)OC	-4%	-22%	5%	0.4%	0%
COc1ccc(S(=O)(=O)N(CCC#N)Cc2ccco2)cc1OC	-6%	1%	1%	1.8%	4%
COc1ccc(S(=O)(=O)NC(C)C(=O)NCc2ccncc2)cc1Cl (stereo not drawn)	7%	-16%	1%	0.1%	14%
O=C(CSc1nnc(Cc2ccccc2)o1)NCc1ccc2c(c1)OCO2	-5%	?	5%	0.7%	7%
COc1ccc(-c2c(C)oc3c(CN4CCCC(C)C4)c(O)ccc3c2=O)cc1OC (stereo not drawn)	1%	·	·	i	·
CC(=O)c1cnc2sccn2c1=O	1%	-14%	-7%	0.6%	-2%
CCOC(=O)c1cnc(Nc2nc3ccccc3o2)nc1CSc1ncccn1	·	2%	1%	·	9%
O=C(c1ccc2c(c1)OCO2)N1CCC2(CC1)Oc1ccc(F)cc1C(=O)C21CC(c2ccc(Cl)cc2)=NO1 (stereo not drawn)	2%	30%	-3%	0.3%	-9%
Cc1cccc(OCC(=O)OCC(=O)c2c(N)n(C)c(=O)n(C)c2=O)c1C	4%	-19%	-18%	0.1%	-12%
Cc1c(NC(=O)CSCc2ccc(Br)cc2)c(=O)n(-c2ccccc2)n1C	-3%	7%	12%	i	3%
CC(C)CC(NC(N)=O)C(=O)Nc1ccc(Cl)c(Cl)c1 (stereo not drawn)	-12%	14%	-1%	2.4%	-16%
C[C@@H](C(=O)NC1CCCC1)N1C(=O)N2CCc3c([nH]c4ccccc34)[C@@]2(C)C1=O	3%	35%	-2%	1.1%	24%
COC(=O)COc1ccc(C2NC(=O)NC(c3ccccc3)=C2C(C)=O)cc1OC (stereo not drawn)	9%	-8%	-2%	0.6%	2%
CCNc1cc(Cl)nc(SC)n1	5%	-7%	-6%	0.5%	1%
Cc1ccc(CNS(=O)(=O)c2c(C)n(C)c(=O)n(C)c2=O)cc1	-3%	-7%	-4%	0.2%	4%
CC(=O)c1cccc(NC(=O)CCOc2ccccc2)c1	-1%	49%	2%	i	11%
CSc1nc2c(c(=O)[nH]1)C(c1ccncc1)C(C(=O)OC(C)C)=C(C)N2 (stereo not drawn)	-1%	17%	-3%	9.2%	-7%
O=C1CCN(S(=O)(=O)c2ccc(Cl)cc2)CCN1	-3%	-4%	-3%	0.6%	-19%
COC(=O)c1cn(CCOc2ccccc2F)c2ccccc12	-14%	3%	2%	i	2%
O=C1CCC([N+](=O)[O-])C(c2cccc3ccccc23)N1 (stereo not drawn)	8%	-15%	-2%	0.9%	16%
Cn1cnnc1SCC(=O)NCc1cccc(C(F)(F)F)c1	4%	-14%	-10%	0.4%	-3%
CCCCN(C(=O)CSc1c(C)c(C)cc(C)c1C)c1c(N)n(CCC)c(=O)[nH]c1=O	-11%	27%	11%	i	·
O=C(NCc1ccc2c(c1)OCO2)C1CCC(CNS(=O)(=O)c2ccccc2)CC1 (stereo not drawn)	-3%	-15%	-4%	1.5%	-13%
Cc1ccc(C)c(C(=O)COC(=O)CCCC(=O)Nc2cc(C(F)(F)F)ccc2Cl)c1	-2%	50%	-5%	1.7%	-3%
CCOC(=O)CC(NC(=O)c1ccco1)c1ccc(OC)cc1 (stereo not drawn)	16%	3%	1%	i	-1%
COc1cc(/C=C/C(=O)OCC(=O)Nc2ccc(Cl)cn2)ccc1O	-15%	62%	43%	0.4%	·

Part of the list above in order of length of the SMILES, smallest number first:
SMILES	influenza NS1A	tuberculosis growth	M. tuberculosis HTS	inhibitors of VEEV	PhoP GFP inhibition	others
COC(=O)C(C(=O)OC)c1ccc(-n2cccc2)cc1	0%	57%	3%	1.5%	-24%
COC(C[C@@H](O)C[C@H](O)[C@H](C)OCc1ccccc1)OC	-4%	-22%	5%	0.4%	0%
Cc1cc(C)cc(NC(=O)C2CCN(C(=O)[C@@H]3Cc4ccccc4CN3)CC2)c1	-1%	25%	3%	i	4%
O=C(c1ccc2c(c1)OCO2)N1CCC2(CC1)Oc1ccc(F)cc1C(=O)C21CC(c2ccc(Cl)cc2)=NO1 (stereo not drawn)	2%	30%	-3%	0.3%	-9%
COC(=O)[C@@]12CCCN1[C@H](c1ccc(-c3ccc(Cl)c(Cl)c3)cc1)[C@H]1C(=O)N(C)C(=O)[C@H]12	5%	-10%	13%	0.3%	-8%	inhibitors of VEEV 10K pilot screen=3.6
